WT yeast gro inh – growth inhibition of WT strain, primary screen, mitochondrial fusion inhibitor project, WT and mutant strains, chemical genetic; inhibition, % at 10 µM; 2.1% of 190,000 active; AID 1362, 2008; mitochondrial fusion phenotypic screen; in the data active = inhibition above about 58%; tested in S. cerevisiae
CSM14.1 death rescue – rescue of cells from ER stress-induced death, primary screen, 384-well, CSM14.1, thapsigargin, ATP luminescence (AID 1222); cellular ATP content (survival), % at 20 µM; hits with a dose series show EC50 in µM; CSM14.1 thapsigargin-induced death rescue, ATP luminescence; higher % means a stronger effect; 190,000 tested, under 10 active;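 active = EC50 below 50 µM in the dose-response confirmation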;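 also: death triggered by thapsigargin at about 15 µM added after 2 h compound pretreatment; cell ATP read after overnight thapsigargin exposure of roughly 18 to 22 hours; normalized against plate controls of thapsigargin alone and 5% DMSO vehicle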
Lipid droplet – inhibitors of hepatocyte lipid droplet formation, primary screen, imaging, high-throughput imaging, BODIPY stain. inhibition, % at 6.5 µM. 0.4% of 240,000 active. AML12 mouse hepatocytes, oleate lipid droplets;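 active = lipid droplet intensity inhibited by at least 50%, with more than 500 cells counted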
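System: AML12 hepatocytes (mouse). Probe or stimulus: oleic acid at 100 µM to induce lipid droplet formation. Times: overnight treatment with compound plus oleate. Detection: Image-based BODIPY and DAPI two-channel analysis. Evaluation: percent inhibition of filter-corrected integrated lipid droplet intensity per well.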
MT stabilize HCS – microtubule stabilizers in HeLa cells, primary screen, imaging, high-content imaging; HeLa tubulin immunostaining HCS, 24 h; share of cells brighter than vehicle mean+2SD; 0.83% of 200,000 active; % tubulin-high responders, % at 10 µM; AID 2205, 2009;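 active = plate Z-score above 3 for both tubulin-high and condensed-nucleus cell shares, with cell loss under 80%, at 10 µM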;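 also: anti alpha tubulin signal scored within the nucleus-defined area of each cell; some results filed as inactive read as strong as hits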
XIAP displacement – XIAP antagonists, biochemical, IAP family, fluorescence polarization (AID 1018); displacement, % at 20 µM; hits with a dose series show IC50 in µM; 0.007% of 200,000 active; E3 ubiquitin-protein ligase XIAP (Homo sapiens); XIAP BIR domain, fluorescence polarization peptide displacement; higher % means a stronger effect; in the data active = displacement above about 50%; also: a part of the inactive calls stands beside numbers as strong as those of hits
Autophagy HCS – autophagy modulators in MEF cells, primary screen, imaging, high-content, MEF GFP-LC3; MEF GFP-LC3 puncta imaging; test concentration mostly 10 µM; calls only at 10 µM (by protocol); AID 463193, 2010; 0.98% of 190,000 active;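 active = percentage of spot-positive cells more than 3 SD above its plate mean, without a fluorescence outlier flag or 80% toxicity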;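 also: spot-positive cell cutoff set from DMSO-treated cells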
Dynein cargo inh – inhibitors of GR-EGFP nuclear translocation, primary screen, dynein cargo transport inhibitor project, imaging, high-content, 3617.4 mouse cells | test concentration mostly 20 µM; stimulated with dexamethasone, 1 µM; stronger effect = lower value | z-score, hits read low | 0.47% of 220,000 active | AID 1381, 2008;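 active = plate z-score of nuclear minus cytoplasmic receptor signal below a set negative limit, without overly bright fluorescence or cell loss, cut at about -3.5 in these data, passing the limit was not always enough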;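 also: z-score of nuclear minus cytoplasmic ring GR-EGFP intensity difference per well; some compounds called inactive have numbers as strong as hits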
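Schedule: 48 h induction, then 1 h compound, then 30 min agonist, 37 °C. Buffer or medium: tetracycline-free induction medium containing charcoal-stripped FBS. Reagent: 1.0 µM final dexamethasone stimulus. Evaluation: nuclear versus cytoplasmic GR-EGFP signal, averaged per well. Signal: high-content fluorescence imaging after fixation.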
Insulin prom up – insulin promoter activators in MIN6 cells, imaging, high-content screening, mouse beta cells. MIN6 insulin promoter-GFP reporter; stronger effect = higher value. z-score at 5 µM. 0.3% of 190,000 active. AID 1625, 2009;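 active = z-score above 3 at 5 µM with at least 500 cells counted in the well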
bCat nuc transl – modulators of beta-catenin nuclear translocation, primary screen, imaging, HeLa cells, immunofluorescence, high-content | nuclear translocation activity, % at 5 µM | 0.3% of 190,000 active;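 active = nuclear translocation activity above 50% at 5 µM, with a well cell count of 50 or more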;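 also: per-cell ratio of nuclear to cytoplasmic median beta-catenin stain intensity; plate controls were DMSO negative control for no effect and GSK-3 inhibitor IX positive control for full effect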
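assay system = human HeLa cells, endogenous beta-catenin | times = compound treatment 24 h, 37°C, 5% CO2 | detection = Anti-beta-catenin immunofluorescence on PFA-fixed, Triton-permeabilized cells, DAPI nuclei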
WT yeast gro inh mutant strain – also measured in WT yeast gro inh; calls as there; inhibition, %; mitochondrial fusion phenotypic screen, mutant strain inhibition
Dynein cargo inh cytoplasmic EGFP – also measured in Dynein cargo inh; calls as there; z-score; measured here: cytoplasmic GR-EGFP intensity; stronger effect = higher value
Dynein cargo inh nuclear GR-EGFP – recorded beside Dynein cargo inh, whose call it bears; z-score; measured here: nuclear GR-EGFP intensity;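 lower value marks the stronger effect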
Dynein cargo inh cell count – second read-out of Dynein cargo inh, no call of its own (marks repeat the call); z-score; measured here: cell count per field
Insulin prom up cell count – second read-out of Insulin prom up, no call of its own (marks repeat the call); cell count; measured here: cytotoxicity, nuclei count;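 total cells summed across four imaged fields per well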
Lipid droplet cells 6.5 µM – second read-out of Lipid droplet, no call of its own (marks repeat the call); cell count; measured here: cell count, cytotoxicity flag;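 cells counted across two imaged fields per well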
bCat nuc transl cell count 5 µM – second read-out of bCat nuc transl, no call of its own (marks repeat the call); cell count; measured here: cell count, cytotoxicity flag
MT stabilize HCS Hoechst-high % – recorded beside MT stabilize HCS, whose call it bears; % Hoechst-high responders; measured here: nuclear condensation Hoechst responders;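 share of cells brighter than vehicle mean plus two SD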
MT stabilize HCS cytotoxicity % – further read-out of MT stabilize HCS, marked with its call; toxicity, %; measured here: cytotoxicity by cell density;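 0% = mean cell density of plate MIN control wells and 100% = no cells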
Autophagy HCS cell loss 18 h – second read-out of Autophagy HCS, no call of its own (marks repeat the call); toxicity, %; measured here: cell loss, nuclei count;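 cell loss after 18 h compound exposure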
* marks the source's active call; other numbers are inactive results; i = inactive; . = not tested or not shown. No enrichment for hits. Share with any hit: about 4%.

SMILES,WT yeast gro inh,WT yeast gro inh mutant strain,CSM14.1 death rescue,Lipid droplet,Lipid droplet cells 6.5 µM,MT stabilize HCS,MT stabilize HCS Hoechst-high %,MT stabilize HCS cytotoxicity %,XIAP displacement,Autophagy HCS,Autophagy HCS cell loss 18 h,Dynein cargo inh,Dynein cargo inh cytoplasmic EGFP,Dynein cargo inh nuclear GR-EGFP,Dynein cargo inh cell count,Insulin prom up,Insulin prom up cell count,bCat nuc transl,bCat nuc transl cell count 5 µM
Cc1c(Cl)c(C(F)F)nn1CC(=O)NC1C(=O)N2C(C(=O)O)=C(CSc3nnnn3C)CSC12 (stereo not drawn),11.8,9.7,i,-8.7,706,5.1,2.0,8.1,-6.7%,i,5.1,-0.604,-0.329,-0.412,0.542,-0.14,1022,1.1,1094
O=C(NC(=O)N1CCN(c2ccc(F)cc2)CC1)c1ccccc1,-7.1,-9.9,-0.8%,12.6,776,1.5,2.0,8.1,-8.8%,i,6.0,-1.34,-0.221,-0.659,0.674,.,.,.,.
c1cncc(-c2nnc(-c3cccnc3)nn2)c1,13.6,8.6,-2.4%,.,.,1.8,1.6,5.1,0.4%,i,3.2,-0.0533,-0.0645,-0.22,0.657,-2.85,1041,-5.8,921
CCCc1ccc(-c2cc(N)n[nH]2)cc1,-8.2,-5.6,-4.1%,-1.0,696,2.7,2.0,10.3,-2.8%,i,-5.0,-0.875,-0.129,-0.263,0.388,-0.15,914,-1.0,994
COc1ccc(/C=C2\SC(=S)N(CCCC(=O)Nc3ccccn3)C2=O)cc1OC,15.0,14.3,-2.0%,-21.9,665,1.5,1.6,5.5,-7.9%,i,14.9,1.67,0.0706,2.01,-3,1.24,1281,-1.3,580
COc1cc(/C=N/NC(=S)NCCN2CCOCC2)cc(OC)c1O,-3.8,-23.8,0.9%,1.8,610,2.1,1.9,2.3,-3.2%,i,-3.8,-0.53,0.812,-0.518,0.77,-0.14,1369,0.6,959
Cn1nc([N+](=O)[O-])nc1Sc1ccc(Cl)cc1,22.7,10.3,-0.6%,11.6,720,5.4,1.6,1.8,0.0%,i,18.4,0.78,-0.295,0.113,0.746,1.15,1409,2.1,1065
CC(C)(C)CC(C)(C)c1ccc(O)c(CN2CCN(CCC#N)CC2)c1,32.0,44.7,0.8%,-6.3,765,1.6,1.3,9.7,-9.5%,i,-0.5,0.319,-0.0568,0.231,-0.0825,-0.87,911,2.8,1128
O=C(NN=C1CCCC1)NC1CCCCC1,-3.8,-3.0,-5.1%,-0.5,629,4.4,3.0,7.9,-3.8%,i,-4.2,1.13,-0.248,0.627,0.359,0.12,1479,-1.1,934
CCOC(=O)c1c(C#N)c(SCC(=O)Nc2ccc(OC)cc2)nc2c1CN(CC)CC2,-6.5,-8.6,-1.4%,-21.3,768,2.8,2.4,4.2,-2.4%,i,-12.9,1.52,-0.155,0.947,-0.236,-0.86,1283,.,.
COc1ccc(Oc2ncc(CN3CCN(c4ccccc4)CC3)s2)cc1,28.1,25.4,-1.8%,12.7,830,1.9,1.8,7.8,-0.2%,i,0.5,1.38,-0.0615,1.19,-1.2,.,.,-6.1,1234
O=C(COc1ccccc1)NCCc1nc2ccccc2[nH]1,-18.3,3.3,-3.2%,-3.1,804,2.7,2.1,2.6,-1.0%,i,-53.1,-0.202,-0.0907,0.51,0.439,0.12,1223,-4.4,1256
Cc1ccc(/C=N/NC(=O)CSc2ccccn2)o1,.,.,.,10.9,695,.,.,.,.,.,.,-0.216,-0.235,-0.0915,0.676,-0.64,1381,0.7,1300
O=P1(Nn2cnnc2)C=C(c2ccccc2)OC(c2ccccc2)=C1,0.4,7.5,-0.9%,17.4,769,1.8,1.4,4.1,-4.3%,i,1.4,0.282,-0.421,0.052,0.616,-0.21,1008,-3.3,1203
CC(=O)n1cc([C@H]2C=C(C(=O)O)O[C@@H](OCCCCO)C2)c2ccccc21,4.1,8.7,-2.6%,-0.5,703,4.4,1.3,5.5,-7.1%,i,3.0,-1.14,1.02,-0.139,0.242,0.51,1482,0.5,1091
Cc1c(Br)c([N+](=O)[O-])nn1CC(=O)Nc1ccccn1,0.2,12.7,-0.6%,26.3,687,3.8,3.0,3.1,3.2%,i,14.2,-0.482,-0.24,-0.0861,0.834,-0.13,1569,0.3,942
Cc1ccc(S(=O)(=O)C2(C(=O)NC3CCCCC3C)CC2)cc1 (stereo not drawn),6.1,-1.3,3.0%,4.9,731,2.9,1.8,0.5,-5.1%,i,-2.7,0.21,0.212,-0.214,0.792,-0.07,1259,1.2,1073
O=C(NCC1CCCO1)c1ccccc1-c1nc(-c2ccccc2)no1 (stereo not drawn),40.2,26.3,-1.0%,.,.,4.8,2.6,10.7,-3.7%,i,21.9,1.37,-0.157,1.26,-1.77,0.25,1147,-0.6,935
CC(=O)Nc1ccc(N2S(=O)(=O)c3ccccc3S2(=O)=O)cc1,1.6,-8.2,0.8%,16.1,758,5.4,0.9,5.9,-1.7%,i,8.4,-1.44,-0.237,-0.396,1.36,-0.02,1270,-1.4,980
COC(=O)c1c(-c2ccccc2)csc1N1C(=O)Nc2ccccc2N1O,-11.4,11.4,-1.4%,28.3,670,1.9,2.0,6.2,-3.2%,i,-1.8,0.199,-0.168,-0.14,0.0456,-0.4,1641,1.2,979
CN1/C(=C/C(=O)C2CC2)C(C)(C)c2ccccc21,7.3,-5.7,0.4%,3.2,698,2.9,3.4,0.9,-1.0%,i,1.7,0.343,-0.216,0.0394,-1.2,0.1,1209,3.0,1114
Oc1ccc(/C=N/Nc2nc(-c3cccnc3)nc3ccccc23)c(O)c1,.,.,.,-3.2,725,.,.,.,.,.,.,-0.231,0.94,0.128,-0.822,0.71,1254,0.1,1332
CC1Cc2nc(SCC(=O)Nc3ccccc3F)n(C)c(=O)c2S1 (stereo not drawn),-4.9,-2.5,2.0%,-25.0,758,1.9,1.6,4.6,-3.0%,i,5.8,-0.43,-0.315,-0.0624,0.247,-0.77,919,-2.6,1153
Cc1ccc(-c2c[n+](CC(=O)c3cccs3)c3n2CCC3)cc1,.,.,.,2.5,751,.,.,.,.,.,.,1.11,-0.213,1.14,-1.34,0.48,958,0.0,1336
CC(C)N1C/C(=C/c2cccnc2)C(=O)/C(=C/c2cccnc2)C1,4.7,-5.2,-2.4%,-22.3,516,67.7,3.6,62.6,-6.0%,i,90.8,-4.16*,1.23*,-2.24*,-0.506*,-0.12,615,12.5,345
CN(C)S(=O)(=O)N(Cc1ccc(Br)cc1)c1ccccc1,14.8,25.2,-0.2%,-0.8,668,2.9,1.5,2.0,-11.6%,i,-1.8,-0.549,-0.215,-0.197,-0.666,-0.01,1553,-2.5,1011
CC(c1ccco1)N(C(=O)COc1ccc(Cl)cc1Cl)c1ccccn1 (stereo not drawn),23.9,18.3,.,-23.6,593,1.9,1.7,50.2,-4.5%,i,4.9,-1.38,-0.218,-0.584,0.0147,-0.24,1437,.,.
O=C1CCCCCN1Sc1ccccc1,29.1,19.6,-0.1%,.,.,8.2,2.1,3.9,-2.8%,i,4.4,-0.659,0.555,-0.155,-0.507,0.08,1310,-0.2,1181

Source: PubChem (several laboratories)
